High-throughput results as filed in PubChem BioAssay.
STK33 inh: inhibitors of purified STK33 kinase, primary screen, biochemical, ADP-Glo luminescence, homogeneous, cell-free | inhibition, % at 10 µM | Serine/threonine-protein kinase 33 (Homo sapiens), Q9BYT3 | AID 2661, 2010 | MBP phosphorylation | 320,000 compounds, 0.073% hits;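 active means inhibition at or above 25%, using the most active replicate where run in duplicate; inactive means inhibition below 25%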
Target sequence (Q9BYT3 whole entry, looked up): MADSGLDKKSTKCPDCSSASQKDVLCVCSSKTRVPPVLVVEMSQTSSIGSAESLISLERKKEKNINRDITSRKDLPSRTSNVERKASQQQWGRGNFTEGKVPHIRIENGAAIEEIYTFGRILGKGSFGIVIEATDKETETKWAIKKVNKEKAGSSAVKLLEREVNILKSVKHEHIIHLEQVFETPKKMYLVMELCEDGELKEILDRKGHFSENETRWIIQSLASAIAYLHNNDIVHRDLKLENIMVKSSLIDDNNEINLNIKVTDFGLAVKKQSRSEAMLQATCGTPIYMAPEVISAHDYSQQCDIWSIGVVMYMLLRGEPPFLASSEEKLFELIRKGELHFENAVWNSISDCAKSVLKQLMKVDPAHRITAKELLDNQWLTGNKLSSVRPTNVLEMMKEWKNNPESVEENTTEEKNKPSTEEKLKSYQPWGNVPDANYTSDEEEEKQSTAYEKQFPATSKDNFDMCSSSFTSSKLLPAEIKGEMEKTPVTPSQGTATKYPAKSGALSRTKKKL
OX1R antag: antagonists of human orexin 1 receptor (OX1R); OX1R-expressing cells, FRET antagonist read-out; Orexin/Hypocretin receptor type 1 (Homo sapiens), O43613; 330,000 compounds, 1.8% hits; inhibition, % at 6.6 µM; in the data active means inhibition mostly above about 38%, no sharp cut-off; inactive means mostly below about 40%;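 further: 0% = agonist challenge alone and 100% = reference antagonist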
Target sequence (O43613 whole entry, looked up): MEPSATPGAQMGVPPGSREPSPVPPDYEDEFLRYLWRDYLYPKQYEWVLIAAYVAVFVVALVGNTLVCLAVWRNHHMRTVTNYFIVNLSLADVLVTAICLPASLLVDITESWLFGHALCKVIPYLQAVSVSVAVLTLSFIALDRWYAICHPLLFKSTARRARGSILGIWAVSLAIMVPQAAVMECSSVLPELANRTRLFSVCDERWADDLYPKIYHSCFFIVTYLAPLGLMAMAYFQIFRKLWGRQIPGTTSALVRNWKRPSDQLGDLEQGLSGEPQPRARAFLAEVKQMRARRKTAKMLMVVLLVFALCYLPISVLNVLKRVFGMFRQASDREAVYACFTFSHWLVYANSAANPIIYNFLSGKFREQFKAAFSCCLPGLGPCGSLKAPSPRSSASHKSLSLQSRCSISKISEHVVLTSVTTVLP
Starred values were filed as active, the others as inactive; nt = no result given. An unsorted share of the library. Share with any hit: about 1.8%.

SMILES | STK33 inh | OX1R antag
CC(C)[C@H](NC(=O)N1CCn2c1nc1ccccc12)C(=O)NC1CC1 | 1.0 | -5
O=C(COC(=O)c1cc([N+](=O)[O-])ccc1NCCO)Nc1cccnc1Cl | -1.8 | 12
Cc1ccc(CN2CCS(=O)(=O)CC2)cc1 | -0.4 | 19
COc1ccc(/C=C2\SC(=S)N(NC(=O)c3csc4c3CCCC4)C2=O)cc1 | -0.6 | 44
CCOC(=O)c1cc(-c2ccccc2)sc1NC(=O)C(C)Sc1nnc(N)s1 (stereo unspecified) | -0.1 | 18
CCOC(=O)N1CCC(N(CCN(C)C)C(=S)Nc2cc(Cl)cc(Cl)c2)CC1 | -1.6 | 8
O=C(CCCOC(=O)c1ccc(O)cc1O)c1ccccc1 | -0.4 | 2
O=C(c1ccc(F)cc1)N1CCC(N2CCOCC2)CC1 | -1.4 | 9
Cc1ccc(NC(=O)COC(=O)c2cc(Cl)ccc2Cl)c(Br)c1 | 26* | 6
O=C(CNC(=O)c1ccc(Br)o1)Nc1cccc(-c2cnc3ccccc3n2)c1 | 0.6 | 31
CCC(CCC(=O)Nc1ccn(-c2ccccc2)n1)C(=O)O (stereo unspecified) | -1.7 | 8
COCCNC(=O)C(c1cccs1)N(C(=O)Cn1nnc2ccccc21)c1ccc2c(c1)OCO2 (stereo unspecified) | -2.2 | 17
O=C(O)C1C2C=CC(C2)C1C(=O)Nc1ccc2c(c1)OCCO2 (stereo unspecified) | 0.1 | 15
COc1ccc(C(NC(=O)/C=C/c2ccco2)c2ccc(OC)c(OC)c2)cc1 (stereo unspecified) | 0.2 | 6
O=C1CCCCN1CC(=O)N1CCCC(Nc2ccc(F)cc2)C1 (stereo unspecified) | -1.8 | 21
O=C(Nc1ccc(Cc2nc3ccccc3s2)cc1)c1ccncc1 | 0.5 | 32
Cc1ccc(OCC(O)CN2CCN(Cc3ccc4c(c3)OCO4)CC2)c(C)c1 (stereo unspecified) | 0.4 | 22
Cc1cccc(-c2noc(CN(C(=O)C34CC5CC(CC(C5)C3)C4)C(C)C)n2)c1 | -0.6 | 6
Cn1c(=O)c([N+](=O)[O-])c(NCc2ccccc2Cl)c2ccccc21 | -0.9 | 12
Cc1ccc(OCC(=O)NCCNC(=O)c2ccncc2)cc1 | -2.0 | 14
COc1ccc(C(=O)N2N=C(c3cccc(OC)c3)CC2(O)C(F)(F)F)cc1 (stereo unspecified) | -1.9 | 17
O=C(c1ccc(-n2cncn2)c([N+](=O)[O-])c1)N1CCN(S(=O)(=O)c2ccccc2F)CC1 | -0.1 | 23
CSc1ccc(/C=C(/NC(=O)c2ccc(C)cc2)C(=O)Nc2cccc(F)c2)cc1 | -0.9 | 11
Cc1ccccc1OCCOC(=O)c1nc2nccc(C)n2n1 | -1.4 | 7
COC(=O)c1cc(NC(=O)CN(c2ccccc2OC)S(=O)(=O)c2ccccc2)ccc1Cl | -1.4 | 17
CCOC(=O)c1cnn(Cc2ccccc2Cl)c1N | -2.2 | 11
Cc1ccc(-n2nnnc2SCc2ccc(C(=O)O)cc2)cc1C | -0.9 | 8
COc1cc(NS(=O)(=O)c2ccc(Br)cc2)c(OC)cc1NC(=O)c1ccco1 | -0.9 | 45
O=C(NCc1ccc(Cl)c(Cl)c1)c1cccnc1 | -0.4 | 4
Cc1c(C)c2ccc(OC(C)C(=O)NCCc3c[nH]c4ccccc34)cc2oc1=O (stereo unspecified) | -0.4 | 21
CCOC(=O)C1(CCOc2ccccc2)CCN(Cc2ccc(O)c(OCC)c2)CC1 | -2.6 | 9
O=C(COC(=O)c1ccc(Br)c(S(=O)(=O)N2CCOCC2)c1)NCCc1ccccc1 | -0.6 | 20
CCOC(=O)N1CCN(C(c2ccc(Cl)cc2)c2sc3nc(C)nn3c2O)CC1 (stereo unspecified) | 0.6 | 11
COc1ccc(Cn2c(=O)[nH]c3cc(C(=O)N4CCN(c5ccccc5F)CC4)ccc3c2=O)cc1 | -1.1 | 9
CN(CCOc1ccc(Cl)cc1)C(=O)CN1C(=O)NC2(CCCC2)C1=O | -0.8 | 19
CCOC(=O)c1ccc(NC(=O)N2CCN(Cc3ccccc3)CC2)cc1 | -0.1 | 10
CCC(Sc1nccn1C)C(=O)Nc1nnc(C)s1 (stereo unspecified) | 0.9 | 14
Cc1cc(CN(C)C(=O)CC2C(=O)NCCN2Cc2ccc(F)c(F)c2)on1 (stereo unspecified) | -1.1 | 21
COc1cccc(OCCn2ccnc2)c1 | -0.5 | 1
O=C(CC1C(=O)NCCN1Cc1ccc(F)c(F)c1)NCCn1cccn1 (stereo unspecified) | -0.3 | 35
CS(=O)(=O)N(CC(=O)Nc1ccccc1C(=O)NCc1ccco1)c1ccc2c(c1)OCCO2 | -0.3 | 11
Clc1ccc(Nc2ncnc3c2cnn3-c2ccccc2)cc1 | -0.4 | 17
Cc1nc2cc(NCc3cc([N+](=O)[O-])ccc3O)ccc2n1Cc1ccccc1 | -1.7 | 6
Cc1ccc(Nc2ccncc2S(N)(=O)=O)cc1 | -0.7 | 0
Cc1nnc(SCc2ccccc2)[nH]c1=O | -1.4 | 2
O=C(Nc1ccc(N2CCOCC2)c(Cl)c1)c1ccccc1Cl | 0.3 | 11
CCOC(=O)c1ccc(OCCOc2cccc(C)c2)cc1 | 0.1 | 4
O=C(NCc1cccs1)C1CCC(CNS(=O)(=O)c2ccc(Br)s2)CC1 (stereo unspecified) | -0.8 | 19
Cc1ccc(CN2CCN(CC(=O)N3CCC(C(N)=O)CC3)C2=O)cc1 | nt | 11
CCCC1COC(Cn2cncn2)(c2ccc(C)cc2)O1 (stereo unspecified) | -1.0 | 18
CCc1cccc(CC)c1NC(=S)NCC(c1cccnc1)N(C)C (stereo unspecified) | nt | 21
Cn1c(COc2ccc3ccccc3c2)nnc1SCC(=O)O | -2.0 | 15
Cc1cc(S(=O)(=O)NCc2ccc3c(c2)OCO3)ccc1F | 5.4 | 31
CCOC(=O)C1C(c2cc(OC)c(O)c(OC)c2)NC(=S)NC1(O)C(F)(F)F (stereo unspecified) | -0.4 | 15
O=c1[nH][nH]c2cc(=O)n(-c3ccc(Cl)cc3)nc12 | 0.7 | 33
Oc1cc2c(cc1O)C(c1ccccc1)CNCC2 (stereo unspecified) | 0.1 | 8
O=C(Oc1coc(CSc2ncccn2)cc1=O)c1ccccc1[N+](=O)[O-] | 0.7 | 16
CC(=O)C1=C(O)CCC1=NCCc1ccccc1 | 0.2 | 20
N#Cc1cc(S(=O)(=O)c2ccc(F)cc2)c(N)[nH]c1=O | -2.0 | 4
O=C(Oc1ccc(=O)n(-c2ccccc2)n1)c1ccc(Cl)cc1 | 3.1 | 15

Next entries follow:
SMILES | STK33 inh | OX1R antag
Clc1ccccc1C1CC(c2ccccc2)Nc2ncnn21 (stereo unspecified) | -1.9 | 79*
CC1(C)NC(=O)N(CC(=O)N2CCN(S(=O)(=O)c3ccccc3C(F)(F)F)CC2)C1=O | -0.2 | 2
COc1ccc(C(=O)Nc2cccc(OC(=O)c3ccc(C)c(C)c3)c2)cc1 | -0.5 | 46
COCCCN(Cc1cccs1)S(=O)(=O)c1c[nH]c(C(=O)OC)c1 | 0.7 | 7
Cc1c(C(=O)N2c3ccccc3Sc3ccccc32)cccc1[N+](=O)[O-] | nt | 5
CCN(CC)c1cc(CS(=O)c2ccccc2)nc(-c2ccccc2)n1 (stereo unspecified) | 1.3 | 2
CCCCSc1nc(C)c(CC(=O)OC)c(=O)[nH]1 | -5.7 | 16
CC(=O)Nc1nc(CC(C)C)cc2c1c(=O)oc1ccccc12 | -0.7 | 12
C=C(C)CN=c1scc(C)n1/N=C/c1ccco1 | 0.9 | 36
O=[N+]([O-])c1ccc([C@H](O)[C@H](CO)N=Cc2ccccc2O)cc1 | -1.3 | 26
O=C(OCCCN=C1NS(=O)(=O)c2ccccc21)c1ccccc1F | -1.0 | 10
O=C(CSc1nnc2c(n1)[nH]c1ccc(F)cc12)Nc1ccccc1F | -0.7 | -2
COC(=O)c1c(C)n(-c2ccc(C)cc2)c2ccc(O)cc12 | nt | 10
COc1cc(NC(=O)COc2cccc3c2OC(C)(C)C3)cc(OC)c1OC | 0.5 | 24
CSc1n[nH]c2nc3c(c(=O)n12)C1(CCCCC1)Cc1ccccc1-3 | 0.2 | 7
O=C(Nc1cc(Br)ccc1O)c1cc(-c2ccco2)on1 | -1.2 | 34
COc1ccc(NC(=O)c2oc3ccc(S(=O)(=O)N4CCC5(CC4)OCCO5)cc3c2C)cc1 | -1.5 | 9
COc1ccc(C)cc1Nc1nnc(C)c(=O)[nH]1 | -0.8 | -5
COc1ccccc1NC(=O)/C=C/C(=O)O | -0.3 | 13
N#CCCN(C(=O)COc1ccc(C#N)cc1)c1ccc(F)cc1 | -2.5 | -1
Cc1cc(C=C(C#N)C#N)c(C)n1-c1ccccc1 | 0.1 | 20
Cc1ccc(S(=O)(=O)NCCS(=O)(=O)N2CCN(c3ccccc3)CC2)cc1 | 2.5 | 9
CCCn1c(SCC(=O)N2c3ccc(F)cc3CCC2C)nnc1-c1ccccn1 (stereo unspecified) | -0.5 | 20
CC1(C)Cc2cccc(OCC(=O)OCC(=O)NCc3ccc(F)cc3)c2O1 | -0.4 | 12
COC(=O)c1ccccc1NC(=S)NC(=O)COc1ccc(C)cc1 | -2.2 | 25
O=C(CSc1nnc(-c2ccc(O)cc2)n1Cc1ccco1)c1ccccc1 | 1.7 | 21
Cc1nn(Cc2ccccc2Cl)c2sc(C(=O)NC(C)(C)C)cc12 | -0.8 | 17
CCOC(=O)c1sc(=S)n(C)c1NC(=O)c1ccc(F)cc1 | -0.7 | 21
Cc1ccc(-c2nc3ccc(Cl)cc3n2OC(C)C(=O)O)cc1 (stereo unspecified) | -0.1 | 20
COc1ccc(-c2nnc(Nc3nc4c(OC)cccc4s3)o2)cc1 | -0.9 | 11
COc1cc2[nH]c(=S)n(N(C(C)=O)C(C)=O)c(=O)c2cc1OC | -0.9 | 6
O=C1c2cccc(OCC(=O)N3CCCc4ccccc43)c2CCN1Cc1ccc(Br)cc1 | -1.4 | 25
O=C(NCCc1cn2ccccc2n1)c1ccc(Br)o1 | -0.2 | -7
CCNc1ccc([N+](=O)[O-])cc1 | 0.2 | 6
COc1ccc(C(=O)Nc2cccc(NC(C)=O)c2)cc1OC | 0.5 | 18
C=CC[C@H](CC(=O)OC(C)(C)C)C(=O)OC[C@@H]1CCCN1C(=O)[C@@H](CC=C)CC(=O)NCCO | 0.0 | 5
CCOc1ccc(CCNC(=O)COC(=O)c2cccnc2Cl)cc1OCC | 1.7 | 11
Cc1c(C(=O)NC2CCCCC2)oc2ccc(F)cc12 | 1.9 | 11
CCOc1ccccc1NC(=O)c1ccc(NC(=O)c2ccco2)cc1 | 1.5 | 41
O=C1c2cccnc2C(=O)N1Cc1ccc(S(=O)(=O)N2CCN(c3ccc(Cl)cc3)CC2)cc1 | -0.1 | 2

Some of the entries so far, as a markdown table:
| mol | STK33 inh | OX1R antag |
| --- | --- | --- |
| Cc1nn(Cc2ccccc2Cl)c2sc(C(=O)NC(C)(C)C)cc12 | -0.8 | 17 |
| CCOC(=O)c1sc(=S)n(C)c1NC(=O)c1ccc(F)cc1 | -0.7 | 21 |
| Cc1ccc(-c2nc3ccc(Cl)cc3n2OC(C)C(=O)O)cc1 (stereo unspecified) | -0.1 | 20 |
| COc1ccc(-c2nnc(Nc3nc4c(OC)cccc4s3)o2)cc1 | -0.9 | 11 |
| COc1cc2[nH]c(=S)n(N(C(C)=O)C(C)=O)c(=O)c2cc1OC | -0.9 | 6 |
| O=C1c2cccc(OCC(=O)N3CCCc4ccccc43)c2CCN1Cc1ccc(Br)cc1 | -1.4 | 25 |
| O=C(NCCc1cn2ccccc2n1)c1ccc(Br)o1 | -0.2 | -7 |
| CCNc1ccc([N+](=O)[O-])cc1 | 0.2 | 6 |
| COc1ccc(C(=O)Nc2cccc(NC(C)=O)c2)cc1OC | 0.5 | 18 |
| C=CC[C@H](CC(=O)OC(C)(C)C)C(=O)OC[C@@H]1CCCN1C(=O)[C@@H](CC=C)CC(=O)NCCO | 0.0 | 5 |
| CCOc1ccc(CCNC(=O)COC(=O)c2cccnc2Cl)cc1OCC | 1.7 | 11 |
| Cc1c(C(=O)NC2CCCCC2)oc2ccc(F)cc12 | 1.9 | 11 |
| CCOc1ccccc1NC(=O)c1ccc(NC(=O)c2ccco2)cc1 | 1.5 | 41 |
| O=C1c2cccnc2C(=O)N1Cc1ccc(S(=O)(=O)N2CCN(c3ccc(Cl)cc3)CC2)cc1 | -0.1 | 2 |

Next section
SMILES | STK33 inh | OX1R antag
CC1CCCCN1C(=O)c1cc(F)c(F)cc1Cl (stereo unspecified) | 0.2 | 14
O=C(N/N=C\c1ccc(F)cc1)c1csnn1 | 0.4 | 30
Cc1cc(C)c(C)c(S(=O)(=O)NC2CCCCC2)c1C | 1.3 | nt
CCN(CC)CCn1c(SCC(=O)Nc2ccc(F)cc2)nc2c(sc3ccccc32)c1=O | 0.6 | 24
Cc1sc2ncnc(SCC(=O)N3CCN(C(=O)c4ccco4)CC3)c2c1C | nt | 19
CC(=O)N/N=C/c1ccccc1OCCOc1cccc(C)c1 | -1.8 | -8
O=C(CC(NCc1ccccn1)C(=O)O)Nc1ccccc1Cl (stereo unspecified) | -2.6 | 13
COCCn1c(=O)[nH]c2cc(C(=O)NCCc3ccc(OC)c(OC)c3)ccc2c1=O | -1.0 | 8
CC1CN(S(=O)(=O)c2cc(C(=O)N(C)Cc3cccs3)ccc2Cl)CC(C)O1 (stereo unspecified) | -0.2 | 4
O=C(NNC(=O)c1ccccc1[N+](=O)[O-])c1ccc(NC(=O)c2ccccc2)cc1 | 1.4 | 25
Cc1cc(Cl)c(O)c(-n2nc3ccccc3n2)c1 | 0.4 | 5
Cc1ccccc1-c1nc(S(=O)(=O)c2ccccc2)c(N2CCCC2)o1 | -0.7 | 0
CCCNC(=O)c1ccc(Cn2c(=S)[nH]c3c([nH]c4ccc(OC)cc43)c2=O)cc1 | -0.5 | -1
COc1ccc2oc(C(=O)OCC(=O)Nc3ccc(C(=O)N(C)C)cc3)c(C)c2c1 | -1.7 | -8
